# SSB-PriA inh = blocks PriA binding to SSB C-terminal tail | AlphaScreen SSBct-PriA binding, biotinylated peptide | inhibition, % at 33 µM | 0.6% of 430,000 active; in the data active = inhibition mostly above about 37%, no sharp cut-off; inactive = mostly below about 20%;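 also: plate controls were negative control peptide for no effect and reference peptide for full effect; strong numbers were not always called active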
# Starred values were filed as active, the others as inactive; & = joins results of further samples.
SMILES | SSB-PriA inh
Cc1ccc(-c2nc3n(n2)[C@@H](c2cccs2)C2C(=O)CCCC2=N3)cc1 (stereo partly specified) | -15.0
CCOC(=O)c1sc(=NC(=O)/C=C\c2cccc([N+](=O)[O-])c2)n(C)c1C | 13.0
COC(=O)c1ccc(C=NNC(=O)CC(=O)NC(C)C)cc1 | -9.3
COC(=O)NN=Cc1c(C)cc(C)cc1C | -11.4
Cc1cccc(C)c1OCC(=O)NN=C/C=C/c1ccco1 | -2.0
COc1ccc(S(=O)(=O)NC(C)C)c2ccccc12 | 3.0
CN1C(=O)C(C)(C)COc2ccc(NC(=O)c3ccccc3Br)cc21 | 25.0
NC(=O)CSc1nc(-c2ccccc2)c(NC(=O)/C=C\c2ccccc2)s1 | 18.0
O=C(NCc1cccs1)NCC(O)c1ccsc1 (stereo unspecified) | -5.0
COc1c2ccc(C(=O)NCc3nc4ccccc4[nH]3)cc2nn1C | -21.0
CC(Oc1ccccc1)C(=O)N1CCN(c2nccn2-c2cccc(Cl)c2)CC1 (stereo unspecified) | 29.0
Cc1nnc(NC(=O)C2CC2)s1 | -6.0&2.0
CCn1c(SCC(=O)NN=C/C=C\c2ccccc2[N+](=O)[O-])nc2ccccc21 | 17.8
NC(=O)CSc1nc(N)c(NC(=O)c2ccc(Br)o2)c(=O)[nH]1 | 7.0
Cc1ncn(CCNC(=O)NCc2cccs2)c(=O)c1C | 0.0
COc1ccc(-n2ccnc2SCC(=O)N2CCCc3ccccc32)cc1 | 51.2
CC(=O)Nc1cccc(NC(=O)CSc2nc(CC(=O)NC(C)C)cs2)c1 | -10.0
O=c1ccc(-c2ccc(Cl)cc2)nn1CCCNS(=O)(=O)CCc1ccccc1 | -7.0
Cc1ccc2nc(-c3ccc(NC(=O)c4cccc([N+](=O)[O-])c4C(=O)O)cc3)sc2c1 | 16.0
CCOC(=O)N1CCN(S(=O)(=O)c2ccc(C(=O)Nc3nc4c(CC)cccc4s3)cc2)CC1 | -4.0
O=C(NCc1ccccc1Cl)c1ccc(Cn2c(=O)c3ccccc3n(Cc3cc(=O)n4ccccc4n3)c2=O)cc1 | -1.0
CCn1c(O)c(C=NNC(=O)c2ccccc2)c(=O)[nH]c1=S | -1.9
CNC(=S)NN=Cc1c(C(=O)OC)cnn1-c1ccc(F)cc1F | -3.9
COc1cc(C=Nc2oc(-c3ccccc3)cc2C#N)ccc1O | 15.8
CCC(=O)N1CCN(c2nc3c(C)c(Cl)ccc3s2)CC1 | -15.0
O=C(CSc1nnc2n1CCN2c1ccccc1)N1CCc2ccccc21 | -6.0
O=C1c2cccc3cccc(c23)C(=O)N1CCc1ccc(S(=O)(=O)N2CCOCC2)cc1 | 2.0
COc1ccc(C(O)=C2C(=O)C(=O)N(c3cc(C)on3)C2c2ccc(OC)c(OC)c2)cc1OC (stereo unspecified) | -8.6
COc1ccc2nc(N=Cc3c(O)n(-c4cccc(Cl)c4)c(=O)[nH]c3=O)sc2c1 | 1.7
CCOC(=O)N1CCC(Oc2ncccc2Cl)CC1 | -7.0
CO[C@@H](CNC(=O)c1c(-c2ccccc2Cl)noc1C)c1ccc(Cl)s1 | -7.0
Cc1nn(-c2ccc(N3CCN(C(=O)c4cccc5ccccc45)CC3)nn2)c(C)c1C | 4.0
COc1ccc2nc(-c3ccc(OC)c(NC(=O)c4cccs4)c3)cn2n1 | -9.0
Cc1nnc(C2CCN(C(=O)CSC3CCCC3)CC2)s1 | -15.0
O=C(Nc1ccncc1[N+](=O)[O-])c1ccc([N+](=O)[O-])cc1 | 7.0
Cc1ccc(-c2cc(-c3ccccc3)nc(NN=Cc3cccnc3)n2)cc1 | 7.3
O=C(NCc1cnn2ccccc12)c1ccc(Br)o1 | 6.0
O=C(NCC(=O)N1Cc2cnc(N3CCOCC3)nc2C1)OCc1ccccc1 | -1.0
Cc1cccc(OCc2ccc(C(=O)Nc3ccc(S(N)(=O)=O)cc3)o2)c1 | -12.0&5.0
COP(=S)(Nc1c(C(C)(C)C)cc(C(C)(C)C)cc1C(C)(C)C)c1c(C)cc(C)cc1C (stereo unspecified) | -9.0
CC(C)Cn1c(=O)c2ccccc2n(Cc2nc(-c3ccc(Cl)cc3)no2)c1=O | -11.0
CCNC(=O)C(=O)NCCN1CCN(c2ccc(OC)cc2)CC1 | -10.0
COc1cc(C)c(C)cc1S(=O)(=O)NCC1CCN(C(=O)c2ccoc2)CC1 | -13.0
Cc1cc(OC2CN(C(=O)C(C)(C)C)C2)cc(=O)o1 | -12.0
Cc1cc(-n2nnc(C(=O)OCc3cccc(F)c3)c2C)ccc1Br | -14.0
O=C(CSCc1ccccc1)Nc1cnn(C2CCOCC2)c1 | -6.0
CCc1ccc(S(=O)(=O)Nc2ccc3c(c2)C(=O)Nc2cc(C)ccc2O3)s1 | 13.0
O=C(NN=CCCc1ccccc1)C1CCCCC1 | -9.4
CCOc1ccc(-c2ccc(SCC(=O)c3ccccc3)nn2)cc1 | -8.0
CS(=O)(=O)c1ccc(CC(=O)Nc2ccc3ncsc3c2)cc1 | -8.0

# Continuation.
SMILES | SSB-PriA inh
CCOc1ccc(NC(=O)c2ccc(CNS(=O)(=O)c3cccc(OC)c3)cc2)cc1 | -14.0
COc1ccc(Cl)cc1NC(=O)CCn1nc(C)c(C)c1C | -6.0
Cc1nc2sc(C)c(C)n2c(=O)c1NC(=O)C(c1ccccc1)c1ccccc1 | -9.0
CCOC(=O)c1ccccc1NC(=O)CSc1nccn1Cc1ccc2c(c1)OCO2 | 43.0*
Cc1cc(NC(=O)CCCS(=O)(=O)c2ccc(F)cc2)n(C)n1 | -4.0
COc1ccc(-c2csc(NC(=O)/C=C/c3ccc([N+](=O)[O-])cc3)n2)cc1OC | 69.0*
CCOC(=O)Cn1cc(-c2nc(-c3ccccc3Cl)no2)ccc1=O | -2.0
O=S(=O)(c1cccc2ccccc12)N1CCSCC1 | -1.0
Cc1cc(C)nc(SCc2c(C(=O)NCC(C)C)nnn2-c2ccccc2)n1 | -4.0
COCCC(=O)N1CCC(S(=O)(=O)c2ccc(OC)cc2)CC1 | -12.0
COc1cc(CCN2C(=O)c3cccc4cccc(c34)C2=O)c(S(=O)(=O)N2CCN(c3ccccn3)CC2)cc1OC | -16.0
COc1ccc(C=NN(C)C2=NS(=O)(=O)c3ccccc32)cc1 | 19.9
O=C(CS(=O)(=O)c1cccs1)Nc1nccs1 | 2.0
Cc1cc([C@@H](O)CCNC(=O)Nc2ccc(Cl)c(Cl)c2)c(C)o1 | 3.0
COc1ccc(CCC(=O)NC[C@H](OC)c2ccccc2C)cc1 | -8.0
COc1ccc(Br)c(C(=O)NCCn2nc(-c3ccccn3)n(C)c2=O)c1 | -5.0
COc1ccccc1N1CCN(c2ccc(S(=O)(=O)Cc3ccc(Cl)cc3)nn2)CC1 | -7.0
O=C1c2ccccc2C(=O)N1CCCCN(C(=O)c1cccs1)c1ccc(Cl)cc1 | -7.0
COc1ccc(-c2nnc(NC(=O)C3CCCN(S(C)(=O)=O)C3)o2)cc1OC (stereo unspecified) | 5.0
CCOC(=O)c1sc(S(C)=NS(=O)(=O)c2cccc(Cl)c2)c2c1CCC=C2 (stereo unspecified) | -4.7
O=C(c1ccc2nc[nH]c2c1)N1CC(c2nc(-c3cccs3)no2)C1 | -5.0
COCCCNC(=S)NN=Cc1ccc2ccccc2c1 | -4.6
COC(=O)c1c(NC(=O)Cc2ccc(F)cc2)sc2c1CCN(C(C)C)C2 | 1.0
COc1ccc(-c2ccc(N3CCN(C(=O)NC4CCCCC4)CC3)nn2)cc1 | 7.0
CN1C(=O)/C(=C/c2ccc(Cl)cc2)N(C)C1=S | -4.0
COc1ccc(CCS(=O)(=O)NCC2CCN(C3CCCC3)CC2)cc1 | -6.0
Cc1sc2ncnc(SCC(=O)Nc3ccc4c(c3)OCCO4)c2c1C | -3.0
Cc1nnc(-c2cn(CC(=O)NCc3ccco3)c3ccccc23)o1 | -3.0
COc1ccc(-c2ccc(S(=O)(=O)Nc3ccccc3OC)cc2)cc1 | -4.0
O=C(NCCS(=O)(=O)N1CCN(c2ncccn2)CC1)c1ccc(=O)[nH]c1 | 8.0
COc1cccc(NC(=O)COc2cc(=O)n3cccc(C)c3n2)c1 | 15.0
CC(C)(C)c1csc(NC(=O)c2ccc(N3CCOCC3)c([N+](=O)[O-])c2)n1 | 39.0*
O=C(Nc1c2c(nn1-c1ccc(F)cc1)CSC2)c1ccc(S(=O)(=O)N2CCCC2)cc1 | -2.0
O=C(Cc1cc(=O)[nH]c(SCc2ccccc2)n1)N1CCc2ccccc2C1 | -18.0&-3.0
CCn1nc(C)c(C=NNC(=O)Cc2ccc(Cl)cc2)c1C | -16.2
O=C(O)Cc1csc(Nc2ccc(F)cc2)n1 | 16.0
Cc1nnc(NC(=O)c2coc(NC(=O)Cc3c(C)noc3C)n2)s1 | -11.0
CCOC(=O)c1c(NC(=O)c2ccc(S(=O)(=O)N3CCN(C(=O)OCC)CC3)cc2)sc2c1CC[C@H](C)C2 | -12.0
COCCN1CCC(CNC(=O)C(=O)Nc2c(C)cc(C)cc2C)CC1 | 2.0
O=S(=O)(NCc1cn2ccccc2n1)c1cc(Cl)ccc1Cl | 4.0
Cc1cc(-c2ccccc2)c2c(n1)sc1c(=O)n(CC(=O)Nc3cc(F)ccc3F)cnc12 | -8.0
Cn1c(-c2ccccn2)nn(CCNC(=O)c2ccc3nsnc3c2)c1=O | -1.0
O=C(c1ccccc1)N1N=C(c2ccc(Cl)cc2)C[C@H]1c1ccc(Cl)cc1 | -7.0
CCOC(=O)Nc1ccc(OC)cc1 | -4.0&-1.0
COc1ccc(C)cc1NC(=O)CN1CCCN(Cc2ccccc2F)S1(=O)=O | 1.0
CC(C)(C)NN=Cc1cc(Cl)cc([N+](=O)[O-])c1O | -15.9
O=C(NCC(c1ccsc1)N1CCCCCC1)c1ccc(-c2ccccc2)cc1 (stereo unspecified) | 8.0
CS(=O)(=O)c1ccc(Nc2nc(CC(=O)NCc3ccncc3)cs2)cc1 | -3.0
COc1ccc(N2C[C@@H](CNC(=O)NC3CCCCC3)CC2=O)cc1 | -10.0
CN1C(=O)NC2(CCN(S(=O)(=O)c3ccc(OC(F)(F)F)cc3)CC2)C1=O | -1.0

# Further records follow.
SMILES | SSB-PriA inh
COc1ccccc1CNC(=O)Cn1cnc2c(-c3ccccc3)csc2c1=O | -15.0
CCOC(=O)C1=C(C)Nc2nc(SC)nn2C1c1ccc(C(F)(F)F)cc1 (stereo unspecified) | -4.0
O=S(=O)(NCC#CCN1CCOCC1)c1ccccc1F | 2.0
Cc1ccc(OCCn2c(CCNC(=O)c3ccco3)nc3ccccc32)cc1 | 14.0
CS(=O)(=O)N1CCC(c2nnc(C3CC3)o2)CC1 | 0.0
O=C(Cc1c[nH]c2ccccc12)N1CCC(Oc2cnccn2)CC1 | -22.0
Clc1cccc(-c2noc(-c3cc(-c4ccco4)n[nH]3)n2)c1 | 0.0
Cc1ccc([C@H](CNC(=O)NC2CCCCC2)N2CCN(C)CC2)cc1 | 1.0
Cc1cc(N2CC(c3nc4ccccc4[nH]3)CC2=O)ccc1Cl (stereo unspecified) | -20.0
O=C(NCC1CCN(Cc2ccco2)CC1)C(=O)NC1CCCCC1 | -1.0
Cc1ccc(C)c(-c2nnc(NC(=O)CCSc3ccc(F)cc3)o2)c1 | -8.0
COc1ccc(C)cc1S(=O)(=O)NCCOc1ccc(F)cc1 | 0.0
Cc1cc(C(=O)N2CCC(Cc3n[nH]c(=O)n3-c3ccccc3F)CC2)no1 | -4.0
CCOc1ccc(-c2noc(Cn3c(=O)n(CCCOC)c(=O)c4ccccc43)n2)cc1OC | 2.0
Cc1noc(CNC(=O)C2CCN(C(=O)c3ccccn3)CC2)n1 | -2.0
Cc1cc(OCCN2C(=O)C(C)CNc3ccccc32)ccc1Cl (stereo unspecified) | 6.0
Cc1cc([N+](=O)[O-])nn1CC(=O)Nc1c(F)cc(F)cc1Br | 10.0
O=C(OC1CCOCC1)N1CCS[C@H](c2ccccc2F)CC1 | -9.0
COc1ccccc1NC(=O)CC(C)=NNC(=O)c1ccccn1 | -3.2
Cc1cccc(-c2noc(CSc3nc(-c4ccc(F)cc4)cc(=O)[nH]3)n2)c1 | -9.0
COc1ccc(-c2csc(NC(=O)c3ccc(Cc4ccccc4)cc3)n2)cc1 | -31.0
COc1ccccc1NC(=O)COc1ccc(C=NNC(=O)CSCc2cc(C)cc(C)c2)cc1 | -7.4
COC(CNC(=O)C(=O)Nc1ccccc1SC)c1ccc(Cl)s1 (stereo unspecified) | -13.0
CN(C)[C@@H](CNC(=O)C(=O)Nc1ccc(F)c(Cl)c1)c1ccco1 | -17.0
CN(C)S(=O)(=O)c1ccc(C(=O)NCC(O)(c2ccco2)C2CC2)cc1 (stereo unspecified) | 1.0
COc1ccc(NC(=O)N2C[C@@H]3C[C@H](C2)c2cccc(=O)n2C3)cc1 | 2.1
Cc1nc(-c2ccco2)sc1CNS(=O)(=O)c1cccs1 | -8.0
CC(C)N1CCc2c(sc(NC(=O)CCS(=O)(=O)c3ccc(Cl)cc3)c2C(N)=O)C1 | 5.0
CC(CC(=O)Nc1ccc(N(C)C)cc1)=NNC(=O)c1ccc(F)cc1 | 28.7
COC(=O)Nc1ccc(S(=O)(=O)N2CCCC(C(=O)Nc3ccccc3Br)C2)cc1 (stereo unspecified) | -10.0
COc1ccc(OC)c2sc(N(Cc3ccccn3)C(=O)c3ccc(Cl)s3)nc12 | 4.0
CCn1nccc1C(=O)Nc1ccc(S(C)(=O)=O)cc1 | -6.0
CC[C@H](C)n1c(SCC(=O)Nc2ccc(C)cc2Cl)nc2ccsc2c1=O | -4.0

# High-throughput results (PubChem)

# The list is partial (hit frequency here may not be typical).
